Fibroblast inh = blocks proliferation of human lung fibroblasts; LL 47 human lung fibroblast viability, ATP luminescence; active compounds read low; viability, % at 10 µM; actives 1.1% (n = 85,000); AID 719;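 active = viability at or below 50% in the single dose screen; inactive = viability above 50%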;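 also: compound exposure lasted 72 h before the ATP readout; 100% = median luminescence of untreated cell-only wells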
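test system = LL 47 human lung fibroblasts | amount = 1,150 fibroblasts seeded per well | medium = 15% FBS in IMEM | times = overnight cell rest, 72 h compound treatment at 37 °C | measured by = CellTiter-Glo luminescence measuring cellular ATP | read-out = viability percentage against median untreated-cell control | benchmarks = cell-only wells, no compound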
ERa SRC1 pot = ER-alpha (human) coactivator binding potentiation | actives 1.3% (n = 86,000) | P03372 | TR-FRET ERalpha-LBD/SRC-Cy5 coactivator binding, 2 h; 100 = basal binding, no effect | coactivator binding (% of control), % at 25.6 µM; in the data active = activity above about 200%;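 also: binding measured in presence of low estradiol as agonist stimulus; 0% = peptide alone without receptor and 100% = receptor with peptide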
Smad3 inh = blocks human Smad3 binding to FoxH1 peptide. P84022. TR-FRET Smad3/Dy647-FoxH1 peptide binding, europium anti-His. inhibition, % at 25 µM. actives 0.29% (n = 88,000). AID 630;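 active = compounds that reduce the energy-transfer binding signal between the protein and its labelled peptide by more than half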;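 also: 0% = Smad3 plus labelled peptide maximal FRET and 100% = peptide-only background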
Target sequence (P84022 whole entry, looked up): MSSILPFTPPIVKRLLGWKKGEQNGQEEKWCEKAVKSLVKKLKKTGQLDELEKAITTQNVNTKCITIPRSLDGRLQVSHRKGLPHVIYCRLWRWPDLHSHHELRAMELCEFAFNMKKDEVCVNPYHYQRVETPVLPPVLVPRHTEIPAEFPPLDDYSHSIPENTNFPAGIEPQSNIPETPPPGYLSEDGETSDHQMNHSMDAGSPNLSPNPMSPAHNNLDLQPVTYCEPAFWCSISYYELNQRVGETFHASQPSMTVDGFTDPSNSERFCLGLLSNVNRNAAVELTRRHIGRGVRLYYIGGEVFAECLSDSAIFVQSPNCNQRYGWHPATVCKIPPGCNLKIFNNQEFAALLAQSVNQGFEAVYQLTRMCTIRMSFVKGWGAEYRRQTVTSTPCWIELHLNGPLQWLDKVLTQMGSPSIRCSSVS
HUVEC inhibit = human endothelial cell proliferation inhibition; HUVEC proliferation, CellTiter-Glo luminescence, 72 h; active compounds read low; viability, % at 10 µM (by protocol); actives 1.1% (n = 86,000); AID 648;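 active = viability at or below 30%; inactive = viability above 30%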;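 also: 100% = median luminescence of DMSO-only cell control wells on each plate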
MT1-MMP txn act = MT1-MMP promoter transcription activation | HT1080 MT1-MMP promoter luciferase reporter, luminescence, overnight; active compounds read high | activation factor at 10 µM | actives 0.16% (n = 86,000);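 active = activation factor of at least 2 for MT1-MMP transcription at 10 µM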
ERb SRC1 inh = ER-beta (human) coactivator binding inhibition; Q92731; TR-FRET ER-beta LBD / SRC1-Cy5 peptide binding; receptor agonist-loaded with 1 µM estradiol; inhibition, % at 25.6 µM; actives 1.3% (n = 86,000); AID 633;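 active = compounds whose percent inhibition of the receptor-coactivator binding signal exceeds about 50% in the single-dose screen, limit read from the data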;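 also: 0% = receptor plus peptide wells without compound and 100% = peptide-only wells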
Target sequence (Q92731 whole entry, looked up, the tested form may be a part): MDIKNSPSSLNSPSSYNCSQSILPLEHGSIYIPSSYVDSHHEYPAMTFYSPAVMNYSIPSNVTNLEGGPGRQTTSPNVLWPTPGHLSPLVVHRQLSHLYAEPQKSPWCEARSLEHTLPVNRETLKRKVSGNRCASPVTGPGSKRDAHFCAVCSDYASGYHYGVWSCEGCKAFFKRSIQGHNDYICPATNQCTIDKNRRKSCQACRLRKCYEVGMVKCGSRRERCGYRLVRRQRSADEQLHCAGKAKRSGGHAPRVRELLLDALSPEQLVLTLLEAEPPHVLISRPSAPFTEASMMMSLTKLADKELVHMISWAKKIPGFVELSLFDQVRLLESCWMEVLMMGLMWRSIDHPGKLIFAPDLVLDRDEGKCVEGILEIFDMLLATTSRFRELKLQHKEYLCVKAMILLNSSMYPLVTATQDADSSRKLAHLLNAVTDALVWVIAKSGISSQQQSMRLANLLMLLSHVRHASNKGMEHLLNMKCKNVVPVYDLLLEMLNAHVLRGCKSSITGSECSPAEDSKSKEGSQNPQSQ
Mac1 fbg enh = CD11b/CD18-fibrinogen binding enhancement; P05107+P11215; K562 CD11b/CD18 adhesion to fibrinogen, ATPlite luminescence; activation, % at 10 µM; actives 0.07% (n = 93,000);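 active = 10 µM primary screen giving 50% or more activity, confirmed by 40% or more on retest at that dose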; also: strong numbers were not always called active
H69AR growth 86K = growth inhibitors of human H69AR lung tumor cells. H69AR lung tumor viability, ATP luminescence, 72 h; active compounds read low. actives 6% (n = 85,000). viability, % at 10 µM;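 active = viability at or below 40%; inactive = viability above 40%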;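 also: multidrug resistant small cell line overexpressing MRP-1 efflux transporter; 100% = mean luminescence of untreated control wells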
ERa SRC1 inh = blocks coactivator binding to human estrogen receptor alpha | P03372 | TR-FRET ER-alpha LBD / SRC-1 peptide, estradiol-bound | actives 1.7% (n = 86,000) | inhibition, % at 25.6 µM; in the data active = inhibition above about 50%;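 also: 0% = receptor plus peptide control and 100% = peptide only without receptor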
* = called active by the depositor; . = not tested or not shown; [ ] = dose if it differs, or a comment. Not all compounds are listed, so the mix of outcomes need not match the whole.

cpd	Structure	Fibroblast inh	ERa SRC1 pot	Smad3 inh	HUVEC inhibit	MT1-MMP txn act	ERb SRC1 inh	Mac1 fbg enh	H69AR growth 86K	ERa SRC1 inh
1	COc1ccccc1NC(=O)N1CCCC1C(=O)NCc1ccccc1F (centres undefined)	106	121	11	108	1.1	-3	2	94	-3
2	CCc1cc2cc(C(=O)Nc3ccc(C)cc3)sc2s1	105	190[fluorescence artefact?]	18[fluorescence artefact?]	115	1.6	2	.	93	5[fluorescence artefact?]
3	Nc1ccc2oc(-c3cccc(Br)c3)nc2c1	100	95	5	78	1.3	5[fluorescence artefact?]	-1	85	8
4	CCOc1ccc2oc(-c3ccccc3)c(C(=O)N(C)C)c2c1	108	94	4	93	.	-2	2	107	0
5	N#Cc1c(N)nc2c(c1-c1ccccc1)CCCC2	99	91	-5	89	1.1	16[fluorescence artefact?]	0	80	2
6	Cc1nn(C)cc1CN(C)C(=O)c1nn2c(c1Cl)NC(c1cccs1)CC2C(F)(F)F (centres undefined)	95	126	1	101	1	-11[fluorescence artefact?]	10	84	-9
7	CCN(CC)C(=O)CSCC(=O)Nc1ccccc1	98	129	9	95	1.5	4	-3	90	-12
8	C#CCN(C)Cc1ccccc1	101	126	12	108	1.1	2	.	99	-3
9	O=C(O)Cc1ccc2[nH]c3ccc(CC(=O)O)cc3c2c1	98	75	-13	92	1	34	-1	101	17
10	COC(=O)c1ccccc1Sc1c(/C=N/OC(=O)c2ccccc2)c(C(F)(F)F)nn1C	111	96	6	76	.	-5	-5	55	-5
11	Cc1ccccc1C(=O)N1CCCN(C(=O)c2ccccc2C)CC1	91	113	12[fluorescence artefact?]	89	1.1	-2	-1	94	-10
12	CCOC(=O)Cc1csc(NC(=O)COc2ccc3ccccc3c2)n1	95	89	-2	90	1.1	-4	3	95	4
13	CN(c1ccccc1C(=O)N1CCOCC1)S(C)(=O)=O	99	99	-6	112	1.1	-2	-5	100	0
14	CCOc1ccc(C(C)=O)cc1N1C(=O)C2C3C=CC(C3)C2C1=O (centres undefined)	93	109	7	96	.	14	0	90	0
15	Cc1ccc(S(=O)(=O)NCCC(=O)O)cc1	92	119	5	89	1.1	-2[fluorescence artefact?]	-1	90	13[fluorescence artefact?]
16	O=CN1CCN(C2CC(=O)N(c3ccc(Br)cc3)C2=O)CC1 (centres undefined)	94	88	4	99	1.3	4	0	99	10
17	CSCC[C@H](NC(=O)OCc1ccccc1)C(=O)O	90	113	17	88	1.2	-7	0	98	-3
18	CC(C(=O)Nc1ccc(S(=O)(=O)N2CCOCC2)cc1)N(c1ccccc1)S(C)(=O)=O (centres undefined)	103	118	3	109	1.2	-5	-1	94	-5
19	COc1ccc(C(=O)OC2CCN(C)CC2)cc1	95	112[fluorescence artefact?]	11	94	1.1	-21[fluorescence artefact?]	.	74	-26
20	COCCn1nnnc1C(C(C)C)N1CCOCC1 (centres undefined)	98	121	8	91	1	-7	0	101	-5
21	C/C=C/c1ccc(OCCCNC(C)CC)c(OC)c1 (centres undefined)	100	123	-20	91	1.1	-11	2	94	-5
22	Cc1ccc(Cc2nc(-c3ccccn3)no2)cc1	100	94	11[fluorescence artefact?]	92	1.1	-2	.	97	-5
23	Nn1cnnc1SCC(=O)Nc1ccc(C2CCCCC2)cc1	93	97	3	98	1.7	-5	-2	107	2
24	COc1cc2c(cc1OC)C(c1ccc3c(c1)OCO3)CC(=O)N2 (centres undefined)	104	110	3	108	1.2	6	-4	96	-6[fluorescence artefact?]
25	O=C(Nc1sc2c(c1C(=O)NCc1ccco1)CCCC2)c1ccc2c(c1)OCO2	109	136[fluorescence artefact?]	-6[fluorescence artefact?]	89	1.8	62*[fluorescence artefact?]	19	79	14
26	Cc1[nH]n(-c2ccc([N+](=O)[O-])cc2)c(=O)c1N=Nc1nc2ccccc2s1	.	96	-5	41	1.6	4	.	35*	1
27	COc1ccc(N2CCN(Cc3nc4c(c(=O)n(C)c(=O)n4C)n3CCc3ccccc3)CC2)cc1	99	110	3	87	1	4[fluorescence artefact?]	.	94	-5
28	COc1ccc(-n2c(SC)nnc2-c2c[nH]c3ccccc23)cc1	97	108	-8	99	1.1	-9	5	86	7
29	O=C(NCC1CCCO1)c1ccc(COCC(F)(F)C(F)F)cc1 (centres undefined)	107	112	13	94	1.7	-11	1	97	-9
30	Cc1cc(N)c(NC2=CC(=O)CC(C)(C)C2)cc1C	91	126	6	84	1.1	-8	-4	.	-3
31	Cc1cc(C)nc(N2CCCC(C(=O)NCc3ccccc3)C2)n1 (centres undefined)	98	115	-7	101	1.3	12[fluorescence artefact?]	.	60	-6
32	COc1ccc(OC)c2[nH]c(=O)c(CCNS(=O)(=O)c3ccccc3)cc12	97	111	-2	102	1.2	3	.	68	-5
33	CC(=O)c1ccc(NC(=O)c2cccs2)cc1	96	115	6	87	1.3	-5	-2	95	1
34	COc1cccc(OCc2nc3c4cnn(-c5ccccc5)c4ncn3n2)c1	114	173[fluorescence artefact?]	13	97	0.9	9[fluorescence artefact?]	21	56	19[fluorescence artefact?]
35	COC(=O)c1sc(OC)cc1OCc1ccc(C)cc1	90	95	11	90	1.1	-4	-1	93	-8
36	COc1ccc2c(c1)CCc1c(C(=O)NCCN3CCOCC3)noc1-2	104	90	-8	101	0.9	1[fluorescence artefact?]	2	92	2[fluorescence artefact?]
37	CCn1c(SCC(=O)c2ccc3c(c2)OCCO3)nnc1C(C)C	96	80	1	92	1.4	8	5	83	14
38	COc1ccc(S(=O)(=O)Nc2cc3c(C(C)=O)c(C)oc3c3ccccc23)cc1	51	122	10	37	0.6	-14	-5	25*	-13
39	OC(COCc1ccc(Cl)cc1)CN1CCN(CC(O)COCc2ccc(Cl)cc2)CC1 (centres undefined)	80	111[fluorescence artefact?]	-8	34	1.2	-6	.	56	5
40	Cc1ccc(-c2nnc(SCC(=O)Nc3ccc4c(c3)oc3ccccc34)n2C)c(Cl)c1	96	103	-1	98	1.2	1[fluorescence artefact?]	-8	78	5[fluorescence artefact?]
41	COC(=O)c1c(C)oc2ccc(OC(=O)c3cccs3)cc12	106	95[fluorescence artefact?]	-2	78	1	4	-1	97	-2
42	COc1ccc(-c2nc(CSCC(=O)N3CCN(C4CCCCC4)CC3)c(C)o2)cc1OC	95	99	4	101	1.1	3	.	101	-3
43	CCc1ccccc1N(CC(=O)OC)S(C)(=O)=O	102	77	0	96	1.1	13	-1	90	-4
44	CCCCNC(=O)C1CCN(C(=O)Nc2ccc(C)cc2)CC1	107	110	0	107	1.2	-6	.	95	-6
45	CCN1C(=S)SC(=O)C1=C1C=C(C)N(Cc2ccco2)C(C)=C1	93	87[fluorescence artefact?]	-10	100	1.8	1[fluorescence artefact?]	-2	75	-14[fluorescence artefact?]
46	CC(=O)NC1(c2ccccc2)CCN(C(=O)N2CCOCC2)CC1	104	94	-4	106	1.2	6	-5	93	-1
47	O=C(Nc1ccc2c(c1)OCCO2)C1CCCN1S(=O)(=O)c1cccc2cccnc12 (centres undefined)	96	79[fluorescence artefact?]	-7	106	.	-1	0	98	1
48	Cc1ccc(-n2ncc3c(Nc4cccc(C(=O)O)c4)ncnc32)cc1	113	101	-19	98	1.5	-4	0	85	-1
49	O=P(Cc1cc[n+]([O-])cc1)(c1ccccc1)c1ccccc1	96	106	7	98	1.1	5[fluorescence artefact?]	-1	83	-2
50	COC(=O)c1ccc(N2C(=O)CC(SCCN)C2=O)cc1 (centres undefined)	101	134	7	88	1.4	1[fluorescence artefact?]	1	92	8[fluorescence artefact?]
51	COc1ccc(/C(O)=C2/C(=O)C(=O)N(CCCN(C)C)C2c2ccc(C)o2)cc1Cl (centres undefined)	102	101	1	101	1.1	2	0	91	2
52	CN1CC=C2C(C#N)=C(N)C(C#N)(C#N)[C@H](c3ccoc3)[C@H]2C1	95	105	1	104	1.2	-12	-2	56	4
53	CCOc1ccc(N2C(=O)CS/C2=C(\C(Cl)=C(Cl)Cl)[N+](=O)[O-])cc1	101	106[fluorescence artefact?]	47	79	1	50	-2	54	40[fluorescence artefact?]
54	Cc1ccc(SCc2[nH]nc3c2C(c2cccnc2)C(C#N)=C(N)O3)cc1 (centres undefined)	97	101	6	81	1.1	-7	3	69	-2
55	Cc1sc2nc(SCc3nnc(-c4cccs4)o3)n(C3CCCC3)c(=O)c2c1C	86	108	9	100	1.3	-1	2	66	-8
56	O=C(c1cc2ccccc2o1)n1nnc2ccccc21	94	113	5	102	1.2	-7	0	87	1
57	Cc1cc2c(c(=O)o1)C1(C(=O)N(C)c3ccccc31)C(C#N)=C(N)O2 (centres undefined)	99	104	-3	104	1	0	-1	98	-5
58	Cc1ccccc1-c1nc(CS(=O)(=O)CC(=O)NCCN2CCOCC2)c(C)o1	94	118	-4	99	1.1	-11	2	94	-8
59	C=CCOc1ccc(C2N3CC4(C)CN2CC(CCC)(C3)C4=O)cc1 (centres undefined)	96	107	-4	111	1.2	-15	-4	90	-36
60	O=C1CC(c2ccco2)Cc2nc(NCC3CCCO3)ncc21 (centres undefined)	101	98	2	96	1.1	3	0	83	8

(more compounds)
cpd	Structure	Fibroblast inh	ERa SRC1 pot	Smad3 inh	HUVEC inhibit	MT1-MMP txn act	ERb SRC1 inh	Mac1 fbg enh	H69AR growth 86K	ERa SRC1 inh
61	O=c1cc(/C=C/c2cccs2)[nH]c2ccccc12	79	100	15	57	1.4	-8	-6	25*	-14
62	CCC(C)NC(=O)c1ccccc1NC(=O)COc1ccc(OC)cc1 (centres undefined)	84	107	-7	89	1.1	2	-2	32*	-2
63	CC(C)OC(=O)CSc1nnc(-c2ccc(O)cc2)n1Cc1ccccc1	101	105[fluorescence artefact?]	-2	89	1	8	4	88	9
64	CCn1c(CNc2nc(-c3ccccc3)cs2)nnc1SCC(=O)NCc1ccccc1	91	111[fluorescence artefact?]	5	87	1.3	-9	.	90	-1
65	O=C(Cc1ccc(S(=O)(=O)N2CCOCC2)s1)Nc1ccc2c(c1)CCC2	104	105	6	91	1.2	20	-4	56	16
66	CC(C)Cc1cc(C(=O)O)n[nH]1	103	108	-9	87	1.3	2[fluorescence artefact?]	4	96	-2[fluorescence artefact?]
67	CCCC1C2CN(C(C)C)CC=C2C(C#N)=C(N)C1(C#N)C#N (centres undefined)	97	164[fluorescence artefact?]	-4	94	1.1	-4	1	21*	-11
68	CCn1c(-c2cc(OC)c(OC)c(OC)c2)n[nH]c1=S	100	116	-7	75	1.2	-18	0	96	-48
69	Cc1ccc(S(=O)(=O)NC2=NCN(CCN3CCOCC3)CN2)cc1	95	112	-4	93	1.2	-5	-2	90	2
70	Cc1nn(C(=O)c2ccco2)c(C)c1Br	99	98	2	87	0.9	12	-1	96	3
71	CCCn1c(=O)c2ccccc2n2c(SCN3C(=O)c4ccccc4C3=O)nnc12	93	111	5	105	1	96*[fluorescence artefact?]	-5	83	-3
72	COc1cccc(CN(C(=O)c2ccco2)C(C(=O)NC2CCCC2)c2cccnc2)c1 (centres undefined)	95	105	4	98	1.1	-2	-4	93	1

Only Mac1 fbg enh, for some of the entries so far:
| entry | SMILES | Mac1 fbg enh |
| --- | --- | --- |
| 46 | CC(=O)NC1(c2ccccc2)CCN(C(=O)N2CCOCC2)CC1 | -5 |
| 47 | O=C(Nc1ccc2c(c1)OCCO2)C1CCCN1S(=O)(=O)c1cccc2cccnc12 (centres undefined) | 0 |
| 48 | Cc1ccc(-n2ncc3c(Nc4cccc(C(=O)O)c4)ncnc32)cc1 | 0 |

Source: PubChem BioAssay
